K1F lysis inhibition: protection from phage-mediated lysis, alamar blue read-out – E. coli UTI89, K1F phage, bacterial capsule biogenesis inhibitors (AID 488966). E. coli UTI89 K1F phage lysis, alamar blue, 2 h; higher % means a stronger effect. inhibition, % at 100 µM, or IC50 in µM where a hit was titrated. hit rate 0.02% among 340,000;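 active = phage lysis inhibition, versus mean bacterial control, above a set limit; inconclusive = no clear call, values can overlap the other calls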;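 note: capsule biogenesis inhibitors block K1F phage lysis so surviving cells raise fluorescence; higher fluorescence means more inhibition of phage lysis; actives were called in the ten point dose series up to 300 µM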
Salmonella PhoP GFP: PhoP-dependent GFP reporter repression – Salmonella Typhimurium, primary screen (AID 1863); hit rate 0.16% among 300,000; one-dose inhibition, % at 50 µM; IC50 in µM for titrated hits; S. Typhimurium PhoP-regulated promoter GFP reporter, 4 h; higher % means a stronger effect;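 active = inhibition over 29.93%, a cutoff 3 SD above the screen mean, later confirmed by dose response; inconclusive = inhibition over 29.93% but no dose response follow-up; inactive = inhibition at most 29.93% or unconfirmed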;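 note: 0% = low Mg2+ inducing control and 100% = high Mg2+ repressing control; strong numbers were not always called active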
Rac1 GTP hydrolysis: MgcRacGAP GTPase-activating activity inhibitors, confirmation, biochemical, ADP Hunter fluorescence; one-dose inhibition, % at 30 µM; IC50 in µM for titrated hits; MgcRacGAP-stimulated Rac1 GTP hydrolysis, ADP Hunter fluorescence; higher % means a stronger effect; GST-tagged Rac1 F28L mutant substrate; hit rate 0.6% among 340,000; AID 624330;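 active = first-screen hits whose inhibition reached a set limit at any dose in the follow-up dose series; inconclusive = inhibition above the set first-screen limit but never retested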;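 note: fluorescence reports GDP produced by GAP-driven GTP hydrolysis; strong numbers were not always called active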
SV40 large T antigen: SV40 large T antigen inhibitors, biochemical (AID 1903) | SV40 large T antigen ATPase/helicase inhibition assay; higher % means a stronger effect | inhibition, % at 20 µM; hits with a dose series show IC50 in µM | hit rate 0.39% among 310,000; in the data active = a potency from the dose series; inconclusive = inhibition mostly from about 32% at the one dose, without a potency; inactive = the rest, 99 in 100 with inhibition below about 32%; note: strong numbers were not always called active
NS5 inhibitors: Dengue-2 NS5 methyltransferase inhibitors, primary screen, biochemical, confirmation dose response (AID 588689). Dengue-2 NS5 methyltransferase capping enzyme assay, biochemical; higher % means a stronger effect. hit rate 0.3% among 340,000. one-dose inhibition, % at 25 µM; IC50 in µM for titrated hits; in the data active = a potency from the dose series; inconclusive = inhibition above about 29% without an active follow-up result
RSV antiviral HEp-2: inhibition of RSV-induced cytopathic effect – HEp-2 cells, primary 10 µM value included (AID 2391). hit rate 0.13% among 310,000. HEp-2 cells, RSV-induced CPE inhibition; higher % means a stronger effect. CPE inhibition, % at 10 µM; hits with a dose series show IC50 in µM; in the data active = a potency from the dose series; inconclusive = CPE inhibition mostly from about 23% at the one dose, without a potency; inactive = the rest, 99 in 100 with CPE inhibition below about 21%; note: strong numbers were not always called active
GPR35 antagonists: inhibition of zaprinast-stimulated GPR35 beta-arrestin translocation – imaging, U2OS, beta-arrestin-GFP, zaprinast agonist, primary screen (AID 2058) | U2OS GPR35 beta-arrestin-GFP translocation imaging, zaprinast antagonism; higher % means a stronger effect | hit rate 0.052% among 290,000 | inhibition, % at 10 µM, or IC50 in µM where a hit was titrated;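 active = inhibition of at least 50% with at least 30 cells and total cytoplasm GFP at most 10,000,000; inconclusive = under 30 cells or total GFP of 10,000,000 plus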
HIV peptide binding: inhibitors of HIV fusion peptide binding, primary screen, biochemical, uHTS, fluorescence dequenching (AID 1986); cell-free peptide binding, fluorescence dequenching, 30 min; higher % means a stronger effect; inhibition, % at 20 µM, or IC50 in µM where a hit was titrated; hit rate 0.3% among 290,000; in the data active = inhibition mostly above about 52%, no sharp cut-off; inactive = mostly below about 76%; note: some results filed as inactive read as strong as hits
GPR55 antagonists: inhibition of LPI-stimulated GPR55 beta-arrestin translocation – imaging, U2OS, beta-arrestin-GFP, LPI agonist, primary screen (AID 2013) | U2OS GPR55 beta-arrestin-GFP translocation imaging, LPI antagonism; higher % means a stronger effect | inhibition, % at 10 µM, or IC50 in µM where a hit was titrated | hit rate 0.13% among 290,000;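 active = spots per cell inhibited over 60%, with over 100 cells counted and total cytoplasm intensity under 500,000; inconclusive = wells with under 100 cells, flagged as likely toxic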;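 note: U2OS cells stably carrying GPR55 and arrestin-GFP stimulated by 5 µM LPI near EC80; imaged beta-arrestin-GFP aggregate spots per cell after agonist stimulation; plate controls were LPI-stimulated DMSO wells for no effect and DMSO wells without LPI for full effect; some results filed as inactive read as strong as hits; confirmed hits need IC50 under 10 µM and bright autofluorescent wells are also inconclusive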
NS5 inhibitors pilot replicate: second read-out of NS5 inhibitors, no call of its own (marks repeat the call); inhibition, %; measured here: pilot screen replicate inhibition
Numbers without * were called inactive; ? = inconclusive; · = no result given; [ ] = another dose, or the depositor's remark.

SMILES | K1F lysis inhibition | Salmonella PhoP GFP | Rac1 GTP hydrolysis | SV40 large T antigen | NS5 inhibitors | RSV antiviral HEp-2 | GPR35 antagonists | HIV peptide binding | GPR55 antagonists | others
CC1O[C@@H]2O[C@](O[C@H](C)CC[C@@H](C)O)(c3ccccc3)O[C@@H]2C[C@H]1O (some centres not stated) | -0.1% | -4% | 11% | 7% | -7% | 3.5% | · | · | ·
COc1ccccc1N1CCN(C(=O)CCc2ccc(S(=O)(=O)NCC(C)C)cc2)CC1 | 4.1% | -7% | 4% | 6% | 0% | 6.1% | -9% | 0.1% | -1%
Cc1ccc(Cl)cc1NC(=O)C1CCCN(S(C)(=O)=O)C1 (configuration not stated) | 0.3% | 0% | 10% | 10% | 1% | 1.6% | 6% | 1.4% | 8% | NS5 inhibitors pilot replicate=-2.4
O=C(Nc1cccc(Cl)c1)OCCN1CCN(Cc2ccccc2)CCC1=O | -0.8% | -4% | 10% | 10% | -8% | -0.3% | -4% | -0.9% | 1%
CN(CC(O)COc1ccc2ccccc2c1)C1CCCCC1 (configuration not stated) | -1.3% | -1% | 4% | 16% | -11% | -0.2% | 3% | -0.4% | ·
O=C(Nc1nnc(-c2ccco2)s1)C1CC1 | 1.8% | 3% | 4% | 15% | -1% | -0.6% | 18% | 0.3% | -3%
CC(C)C(c1nnnn1C(C)(C)C)N1CCN(Cc2cccnc2)CC1 (configuration not stated) | -0.3% | 4% | 5% | 9% | 8% | 3.2% | 20% | -2.3% | 1%
Cc1ccc(OCCNC(=O)/C=C/c2ccccc2)cc1C | 2.1% | 1% | 5% | 11% | -2% | 1.2% | -12% | 2.1% | 15%
COc1ccc(NC2C=CS(=O)(=O)C2)cc1 (configuration not stated) | 0.8% | 9% | 3% | 37% | -3% | 1.3% | -7% | 1.5% | -2%
N#C/C(=C/c1ccc(-c2cc(C(=O)O)cc(C(=O)O)c2)o1)c1nc2ccccc2s1 | · | 4% | · | 6% | · | -2.1% | 0% | 93%* | -5%
Cc1ccc(C)c(OCC(=O)Nc2nc3ccc([N+](=O)[O-])cc3s2)c1C | -0.4% | -13% | -13% | 9% | 10% | 16% | -5% | -0.5% | 24%
O=C(c1ccccc1F)N1CCN(S(=O)(=O)c2ccc(S(=O)(=O)N3CCCCCC3)cc2)CC1 | 0.2% | -2% | 11% | 11% | 2% | -0.2% | 7% | 19% | 2%
COc1ccc(Cl)cc1NC(=O)Cn1nnc(C(=O)NCCc2ccc(OC)c(OC)c2)c1N | 0.6% | 4% | 7% | 10% | -7% | 2.1% | 4% | -1.6% | 2%
Cc1ccc(S(=O)(=O)N2CCOCC2)cc1C(=O)OC1CCCCC1=O (configuration not stated) | 0.3% | 7% | 10% | 1% | -9% | 1.1% | -2% | -0.6% | 0%
CC(=O)Nc1ccc(NC(=O)c2c([N+](=O)[O-])c(C(C)(C)C)nn2C)cc1 | 1.2% | -9% | 5% | 3% | 0% | 16% | -7% | 0.2% | 9%
O=C(/C=C/c1c(F)cccc1Cl)Nc1ccncc1 | 2.1% | -3% | 0% | -23% | -1% | 7.9% | 4% | -1.3% | -8%
COC(=O)c1c(C)cc(OC(C)=O)c(C)c1OC(C)=O | 1.0% | 2% | 10% | 7% | -2% | 1.2% | 15% | -1.9% | -9%
COc1ccc(-n2c(C)csc2=S)cc1 | -1.0% | -9% | -4% | 12% | 5% | 0.8% | -5% | -0.8% | 9%
COc1ccc(S(=O)(=O)NCCc2ccccc2)c2cccnc12 | 0.3% | -2% | 6% | 7% | 1% | 22% | 10% | 2.0% | 12%
COC(=O)c1ccc(OCC(O)CN(CCO)CC(O)Cn2ccc3ccccc32)cc1 (configuration not stated) | 0.3% | 4% | -11% | 3% | 0% | 2.0% | 7% | -1.8% | -12%
O=C(O)CN1C(=O)C(=O)N(Cc2ccc(Cl)c(Cl)c2)C1=O | 0.1% | -5% | 4% | 11% | 2% | 2.7% | -1% | -1.7% | -6%
CCOC(=O)N1CCN(C(=O)c2ccc(N(Cc3ccccc3Cl)S(C)(=O)=O)cc2)CC1 | -1.3%[50 µM] | -5% | 5% | 6% | 0% | 1.4% | 0% | 1.7% | 6%
Cc1cc(S(=O)(=O)N2CCOCC2)ccc1OCC(=O)NCCCn1ccnc1 | 0.2% | 0% | -1% | -3% | 3% | 1.1% | 1% | 0.3% | 0%
N#CC(C#N)=C(N)CSc1cccc[n+]1[O-] | 0.2% | 2% | 11% | 8% | 1% | -0.3% | 3% | 0.0% | 6%
CCOc1ccccc1NC(=O)COC(=O)COc1c(Cl)cc(Cl)c2ccc(C)nc12 | -0.1% | · | 13% | 19% | 3% | 1.2% | · | · | ·
Cc1ccc2nc(SCC(=O)N3CCN(c4ccccc4)CC3)[nH]c2c1 | 0.5% | -4% | 11% | 10% | -5% | · | -2% | -0.7% | 0%
O=C(Nc1nc(-c2cccs2)cs1)c1cccc(S(=O)(=O)N2CCCCC2)c1 | 4.0% | -7% | 14% | 16% | 1% | 18% | -19% | -1.6% | 7%
CCN1CCc2c(OCC(=O)Nc3ccc(C)cc3)cccc2C1=O | 0.1% | -4% | 2% | 25% | 4% | 1.5% | -3% | -0.9% | -8%
CN1CCN(c2nc3ccccn3c(=O)c2/C=C(\C#N)S(=O)(=O)c2ccc(Cl)cc2)CC1 | -1.7% | 1% | 4% | 13% | 3% | -1.4% | 1% | -0.2% | -7%
Cc1ccccc1S(=O)(=O)Cc1ccc(C(=O)NC2CCCC2)o1 | 0.5% | 4% | -2% | 10% | 3% | 0.8% | 10% | 1.5% | -10%
CCC(=O)c1ccc(OCC(=O)Nc2ccc(N3CCOCC3)cc2N2CCOCC2)cc1 | 0.0% | -2% | 7% | 22% | -4% | 1.4% | 3% | 0.3% | 13%
CCOC(=O)C1CCCN(S(=O)(=O)c2nc3nc(C)cc(C)n3n2)C1 (configuration not stated) | 1.3%[50 µM] | 2% | 2% | -8% | 7% | 0.1% | 0% | -0.5% | -4%
Cc1cc(C)cc(NS(=O)(=O)c2cnc(Cl)c(Cl)c2)c1 | -1.5% | 2% | 15% | 16% | -13% | 0.3% | -2% | 3.8% | 0%
O=C(c1cc2c(ccc3ccccc32)o1)N1CCN(c2ncc(C(F)(F)F)cc2Cl)CC1 | 1.2% | -8% | 12% | 8% | 5% | 2.3% | 26% | 2.8% | 22%
Cc1ccc2sc(N3CCN(C(=O)C4=COCCO4)CC3)nc2c1C | 1.2%[50 µM] | -6% | 4% | 10% | -8% | ? | · | · | ·
COc1ccc(Nc2oc(-c3ccccc3)nc2C#N)cc1 | 0.2% | 2% | -3% | 6% | 1% | 2.9% | -4% | -0.6% | -5%
COc1ccc(NC(=O)CN2CCC(NC(=O)C3CCCCC3)CC2)cc1 | 0.4% | 0% | 10% | 3% | -3% | -0.8% | -4% | -0.9% | 2% | NS5 inhibitors pilot replicate=3.0
Cc1ccc(Cn2nc(C)c(NC(=O)CSc3nc4c(c(C(F)(F)F)n3)CCc3ccccc3-4)c2C)cc1 | 3.0% | -7% | 8% | 11% | -7% | 1.8% | -16% | 1.1% | 8%
Cc1ccnc(NCn2nnc3ccccc32)c1 | 1.6% | 8% | 7% | 0% | 3% | 3.0% | 6% | -2.8% | 15%
CCCn1c2ccccc2c2cnn(CC(=O)NCCCN3CCN(c4ccccc4)CC3)c(=O)c21 | 0.9% | 5% | 21% | 9% | -6% | 7.3% | -7% | 0.4% | 5%
CC1C(=O)OC(c2ccc(Cl)cc2)C(C)(C)C1=O (configuration not stated) | 1.9%[50 µM] | 14% | 7% | 8% | -6% | 0.1% | -4% | 0.3% | 4%
Cc1ccccc1OCCSc1nnc(C)n1-c1ccccc1 | 1.2% | 9% | 8% | -8% | -7% | 7.8% | 2% | 0.0% | 0%
CCN(CC)S(=O)(=O)c1cccc(-c2nnc(SCCOc3ccccc3)o2)c1 | 0.3% | 0% | 4% | 4% | -2% | 5.4% | -17% | -2.0% | -6%
Cc1cccc(C)c1NC1=NC(C)(C)N=C(N)N1 | 1.1% | -10% | 3% | 1% | -7% | 2.4% | 2% | -2.0% | 17%
CC(C)c1nnc(NC(=O)C2CCN(c3cnccn3)CC2)s1 | 0.0% | -2% | 10% | 5% | 2% | 1.1% | -11% | 0.4% | 13%
COc1ccc(-c2csc(NC(=O)c3ccccc3F)c2C(=O)O)cc1 | 0.3% | -7% | 8% | 11% | 11% | 3.9% | -9% | 7.3% | 6%
COc1cccc(NC(=O)CC2(CC(=O)O)CCCC2)c1 | 0.1% | 5% | 7% | 85% | -2% | 0.5% | 2% | 1.3% | 27%
COc1ccc(OC)c(NC(=O)CC(Cc2ccccc2OC)C(=O)O)c1 (configuration not stated) | 5.8% | 6% | 11% | 15% | -2% | 1.4% | -1% | 1.1% | 18%
COc1cccc(OC)c1C(=O)NNC(=O)c1cccc(COc2ccc3c(c2)CCC3)c1 | 2.4% | 4% | 2% | 18% | -6% | 19% | -19% | -3.0% | -2%
CCOC(=O)c1sc2nc(C)[nH]c(=S)c2c1C | 2.7% | -1% | 6% | 9% | 7% | · | 0% | 0.0% | 3%
(continued)
SMILES | K1F lysis inhibition | Salmonella PhoP GFP | Rac1 GTP hydrolysis | SV40 large T antigen | NS5 inhibitors | RSV antiviral HEp-2 | GPR35 antagonists | HIV peptide binding | GPR55 antagonists | others
CCCCCCSc1nnc(N)s1 | -0.5% | -11% | 1% | 6% | -5% | · | 5% | -1.4% | 8%
COc1ccc(C2=NN(C(=O)CN3CCCC3)C(c3ccc(OC)cc3)C2)cc1 (configuration not stated) | · | -1% | · | 7% | · | · | 12% | 0.0% | -2%
Cc1cnc(C(=O)Nc2cccc(-c3nnc4n3CCCCC4)c2)cn1 | -6.7% | · | 2% | · | -5% | 1.6% | · | · | ·
CN(C)c1ccc(-c2nc3n(n2)C(c2cccnc2)C2=C(CC(C)(C)CC2=O)N3)cc1 (configuration not stated) | 0.0% | -8% | 11% | 22% | -8% | 5.7% | 3% | -0.7% | 0%
CCN(CC)S(=O)(=O)c1ccc2[nH]c(=O)cc(C(=O)Nc3ccc(C)c(S(=O)(=O)N(CC)CC)c3)c2c1 | -0.4%[50 µM] | 3% | 13% | 15% | 2% | 22% | -3% | -1.8% | 14%
